RGS4 inhibitor: inhibitors of human regulator of G protein signaling 4 | P49798 | hit rate 0.039% among 390,000 | AID 504845 | Transcreener GDP fluorescence polarization, RGS4-accelerated GTP hydrolysis | Potency, µM (titrated, usually from 114 µM), for inactives: at the highest dose activity change, negative = inhibition, hits mostly inhibitors; note: potency is the fitted concentration of half-maximal effect; % is set by controls: 0 for no effect and ±100 for the full control effect; nearly all actives have a fitted effect of over 75% in size; some results filed as inactive show a strong effect at the top dose
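MLSMR compounds (23 nl, pin-transferred) preincubated 10 min at room temperature with a 500nM (2x) first reagent, then RGS4 at 900nM (2x) plus Transcreener GDP mix added; fluorescence polarization (620/688 nm) read before and after 90 min at 30 °C.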
POLK inh: DNA polymerase kappa (human) inhibition. purified Pol kappa, fluorescent DNA synthesis assay, 10 min. hit rate 0.53% among 400,000. Potency, µM (highest dose often 107 µM), inactives show at the top dose activity, negative = inhibition, hits mostly inhibitors; note: potency is the fitted concentration of half-maximal effect; % is set by controls: 0 for no effect and ±100 for the full control effect
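Here, compound and 10 nM enzyme are combined for 15 min at room temperature; adding 50 nM substrate (final) starts DNA synthesis, tracked by fluorescence at 0 and 10 min against buffer-only wells.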
LDHA block: blocks human lactate dehydrogenase A. purified LDHA, NADH/diaphorase-resazurin fluorescence; active compounds read low. activity change, % (values are at about 110 or 230 µM). hit rate 0.15% among 480,000. AID 1347041; in the data active = activity change below about -30%; inconclusive = mostly about -25% to -30%;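 note: plate controls were DMSO wells for no effect and wells without enzyme for full effect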
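Remaining NADH was detected by diaphorase (0.133 mg/mL) converting 37 µM resazurin to fluorescent resorufin, read at 0 and 20 minutes. The preceding 5-minute room-temperature reaction used 2 nM LDHA, 0.2 mM sodium pyruvate and 0.06 mM NADH at pH 7.4.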
Pol beta inh: DNA polymerase beta (human) inhibition | P06746 | hit rate 1.3% among 340,000 | Pol beta primer extension/strand displacement, fluorescence kinetic | Potency, µM (highest dose often 114 µM), without a hit: at the highest dose activity change, negative = inhibition, usual class: inhibitors | AID 485314; note: potency is the fitted concentration of half-maximal effect; % is set by controls: 0 for no effect and ±100 for the full control effect
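Enzyme-only controls used 10 nM Pol beta; buffer lacking enzyme served as negative control. Compound preincubated 15 min, then 50 nM substrate added; 0 and 10 min reads at room temperature.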
ERG-DNA inh: ERG Ets/DNA interaction inhibition; P11308; fluorescence polarization, His-ERG Ets domain / labelled DNA; Potency, µM (highest dose often 76.9 µM), for inactives: at the top dose FP activity, negative = inhibition, usual class: inhibitors; hit rate 0.028% among 370,000; active = well fitted inhibition curve with a large enough effect in the polarisation, with a control signal flat; inconclusive = small, poorly fitted or top-dose-only effect, or effect the other way, or a change in a side signal; inactive = no such curve, though single readings can be large or run the other way; the % refers to the polarisation;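 note: polarization taken with two DNA probes labelled with fluorescein and Texas red; potency is the fitted concentration of half-maximal effect; % of control where 0% means no effect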
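His-tagged ERG Ets domain (1 uM in the protein solution; 300mM KCl, 50mM Tris-HCl, 1mM EDTA, 1mM DTT, pH 7.5) received compound, then a probe mix of 5 nM fluorescein-DNA and 100nM Texas-615-DNA. Fluorescence polarization was read for both dyes.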
POLH inh: inhibitors of human DNA polymerase eta | hit rate 1.2% among 390,000 | AID 588591 | Q9Y253 | recombinant Pol eta, fluorescent DNA replication assay | Potency, µM (titrated, usually from 114 µM), for the others: at the highest dose activity change, negative = inhibition, actives largely listed as inhibitors; note: potency is the fitted concentration of half-maximal effect; % is set by controls: 0 for no effect and ±100 for the full control effect
Target sequence (Q9Y253 whole entry, looked up): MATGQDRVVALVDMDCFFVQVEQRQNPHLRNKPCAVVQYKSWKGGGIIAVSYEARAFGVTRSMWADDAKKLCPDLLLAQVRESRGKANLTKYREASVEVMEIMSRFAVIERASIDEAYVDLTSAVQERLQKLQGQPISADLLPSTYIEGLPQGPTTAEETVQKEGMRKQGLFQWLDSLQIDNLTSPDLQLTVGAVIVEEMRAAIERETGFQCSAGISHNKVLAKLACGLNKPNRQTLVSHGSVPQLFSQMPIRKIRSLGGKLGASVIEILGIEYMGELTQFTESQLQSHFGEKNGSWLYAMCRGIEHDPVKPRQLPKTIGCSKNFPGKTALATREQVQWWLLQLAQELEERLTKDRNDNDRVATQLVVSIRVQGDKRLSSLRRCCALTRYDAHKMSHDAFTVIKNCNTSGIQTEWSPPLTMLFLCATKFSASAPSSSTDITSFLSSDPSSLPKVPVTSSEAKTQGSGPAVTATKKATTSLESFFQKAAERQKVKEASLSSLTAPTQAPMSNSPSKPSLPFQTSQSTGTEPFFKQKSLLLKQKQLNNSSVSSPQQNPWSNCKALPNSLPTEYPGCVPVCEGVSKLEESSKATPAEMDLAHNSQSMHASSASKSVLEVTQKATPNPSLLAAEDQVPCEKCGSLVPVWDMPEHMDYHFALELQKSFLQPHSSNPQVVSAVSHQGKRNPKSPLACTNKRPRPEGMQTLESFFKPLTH
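Fluorescent replication assay: 50 nM final substrate added after a 15 min room-temperature compound preincubation with 10 nM enzyme. Signal taken at 0 min and again at 10 min.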
ALOX12 inh: inhibitors of human 12S-lipoxygenase ALOX12; P18054; purified 12hLO, xylenol orange hydroperoxide absorbance; Potency, µM (top dose mostly 108 µM), for inactives: top-dose activity change, negative = inhibition, most hits filed as inhibitors; hit rate 1.1% among 580,000; note: potency is the fitted concentration of half-maximal effect; % is set by controls: 0 for no effect and ±100 for the full control effect
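Hydroperoxide product was detected by ferrous iron/xylenol orange as the 573 to 405 nm absorbance ratio. Arachidonic acid at 40 uM (final) was turned over for 30 min at room temperature by 150 nM human 12hLO, pH 7.0 Hepes buffer, after 15 min compound preincubation.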
APE1 inh: blocks human APE1 abasic DNA cleavage; AID 2517; Potency, µM (highest dose often 65.8 µM), inactives show at the highest dose activity change, negative = inhibition, most hits filed as inhibitors; P27695; recombinant APE1, TAMRA/BHQ-2 abasic DNA cleavage fluorescence; hit rate 0.35% among 350,000;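 note: potency is the fitted concentration of half-maximal effect; plate controls were vehicle for no effect and reference inhibitor for full effect; nearly all actives have a fitted effect of over 55% in size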
Target sequence (P27695 whole entry, looked up): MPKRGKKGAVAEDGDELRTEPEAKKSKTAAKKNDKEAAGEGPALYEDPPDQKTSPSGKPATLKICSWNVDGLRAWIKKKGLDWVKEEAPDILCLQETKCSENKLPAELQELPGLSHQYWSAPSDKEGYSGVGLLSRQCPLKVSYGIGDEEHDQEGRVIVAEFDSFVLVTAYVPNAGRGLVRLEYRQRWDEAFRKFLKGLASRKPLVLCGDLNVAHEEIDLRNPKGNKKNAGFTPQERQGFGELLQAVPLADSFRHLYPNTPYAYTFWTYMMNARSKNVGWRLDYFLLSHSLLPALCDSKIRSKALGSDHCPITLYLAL
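Readout is kinetic fluorescence (ex 525, em 598 nm) from cleavage of 50 nM TAMRA/BHQ-2 THF abasic duplex by 0.75 nM APE1, compound added 15 min beforehand at RT.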
Apoferritin bind: candidate novel general anesthetic via apoferritin binding; AID 485281; apoferritin/1-aminoanthracene competitive binding, fluorescence; P02791; hit rate 0.074% among 350,000; Potency, µM (highest dose often 77.5 µM), without a hit: top-dose activity change, negative = displacement, actives largely listed as inhibitors; note: potency is the fitted concentration of half-maximal effect; % is set by controls: 0 for no effect and ±100 for the full control effect; nearly all actives have a fitted effect of over 20% in size
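Read-out: endpoint 1-AMA fluorescence, excitation 380 nm and emission 535 nm, after compounds sit 10 min at room temperature with 10 uM horse-spleen apoferritin in 50% saturated 1-AMA/PBS. Values come from four-parameter Hill fits.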
* hit, by the source's call; i = inactive; ? = inconclusive; nt = not tested or not shown; & = joins results of further samples; [ ] = another dose, or the depositor's remark. Unless noted, calls come from the whole dose curve; as a rule, active = well fitted curve in the direction sought with a large enough effect; inconclusive = small, poorly fitted or top-dose-only effect, or another doubt; inactive = no such curve, though single readings can be large; an effect the other way counts as inactive or inconclusive.

| No. | molecule | RGS4 inhibitor | POLK inh | LDHA block | Pol beta inh | ERG-DNA inh | POLH inh | ALOX12 inh | APE1 inh | Apoferritin bind |
| --- | --- | --- | --- | --- | --- | --- | --- | --- | --- | --- |
| 1 | CS(=O)(=O)N1N=C(c2ccc(Br)cc2)CC1c1ccc2c(c1)OCO2 (centres undefined) | -21% | -8% | -1 | ? | -3% | -10% | nt | 0% | -10% |
| 2 | CC1=C(C(=O)Nc2ccc(C)cc2C)C(c2cccc([N+](=O)[O-])c2)n2nc(C(=O)OC(C)C)nc2N1 (centres undefined) | 7% | 4% | -4 | 10% | nt | -7% | -13% | 2% | -1% |
| 3 | Clc1ccc(CO/N=C/c2cccs2)cc1 | -9% | -5% | -2 | -24% | -3% | -19% | -12% | -11% | 6% |
| 4 | CC(=O)Nc1ccc(NC(=O)CCNC(=O)c2ccccc2Cl)cc1 | 24% | -16% | -6 | -22% | -7% | -2% | nt | 33% | 18% |
| 5 | Cc1ccccc1OCC(=O)NNC(=O)Nc1ccc(Cl)cc1 | -31% | -4% | -13 | 27% | 3% | -5% | -16% | 17% | -4% |
| 6 | CCOC(=O)N1CCN(C(=O)Cc2ccc(Cl)cc2)CC1 | -7% | -1% | -2 | 23% | -19% | 1% | 31%[activator] | 18% | -7% |
| 7 | O=C(OCc1cc(=O)n2ccsc2n1)c1ccc(O)cc1O | -2% | -25% | -1 | nt | -25% | -7% | 84% | 5% | nt |
| 8 | Cc1nc(NCCc2ccc(Cl)cc2)c2nnn(Cc3ccccc3)c2n1 | 2% | -8% | -8 | 20% | 1% | -5% | -12% | 16% | -9% |
| 9 | CCN(CC(=O)Nc1ccc(Cl)c(S(=O)(=O)N(C)C)c1)Cc1nc2ccccc2c(=O)[nH]1 | -14% | -2% | -3 | -6% | ? | -10% | 0% | -5% | -13% |
| 10 | Cc1c(C(=O)Nc2ccccc2C(=O)N2CCOCC2)cccc1[N+](=O)[O-] | -43% | -2% | 0 | 4% | 1% | -14% | -1% | 4% | 12% |
| 11 | COc1cccc(NC(=O)CN(C)C(=O)CN2C(=O)NC(C)(c3ccc(C)cc3)C2=O)c1 (centres undefined) | -7% | 0% | -8 | nt | -2% | -23% | -5% | 7% | nt |
| 12 | Cc1cc(=O)oc2cc(OCC(=O)c3ccc4c(c3)NC(=O)CO4)ccc12 | -124% | -15% | -8 | ? | -3% | ? | ? | 16% | -2% |
| 13 | CCCc1oc(C(=O)O)cc1CN1CCCC1 | -9% | -3% | -4 | 1% | nt | -3% | -19% | -4% | -6% |
| 14 | O=C(O)CCC(=O)Nc1ccccc1C(=O)N1CCN(c2ccc(Cl)cc2)CC1 | 5% | -13% | -6 | 41% | 1% | -14% | -14% | 20% | 0% |
| 15 | CCn1c(CNC(=O)C23CC4CC(CC(C4)C2)C3)nnc1SCC(=O)Nc1ccc(OC)cc1 | -37% | -4% | 4 | -5% | -9% | -12% | -9% | nt | ? |
| 16 | Cc1ccc(C)c(C(=O)N2CCN(c3ncccn3)CC2)c1 | 9% | -15% | -3 | 11% | 11% | 5% | 0% | -8% | 5% |
| 17 | COc1cccc(NC(=O)CSc2nc3ccc(NC(=O)c4cccs4)cc3s2)c1 | -9% | 0% | -2 | -17% | -3% | -20% | 0% | nt | 20% |
| 18 | COc1ccccc1C(=O)OCc1c(-c2ccccc2)ncc2ccccc12 | 14% | -13% | -8 | nt | -3% | -9% | ? | 4% | nt |
| 19 | C=CCn1c(-c2cc3c(s2)CCC(CC)C3)n[nH]c1=S (centres undefined) | -29% | -8% | -5 | -23% | -5% | -11% | ? | -11% | -19% |
| 20 | CCOC(=O)c1cc(CC)sc1NC(=O)c1ccc(N2C(=O)CCC2=O)cc1 | 10% | -1% | -7 | -6% | nt | -12% | -13% | 0% | 6% |
| 21 | C=CCOc1ccc2nc(NC(=O)OC)[nH]c2c1 | -20% | -5% | -2 | -15% | -7% | -15% | -15% | -3% | 1% |
| 22 | COc1cc(N)ccc1C(=O)O | 5% | -2% | -6 | 8% | 4% | -13% | -2% | 6% | -3% |
| 23 | COc1ccc(NC(=O)Nc2nnc(CC(=O)Nc3ccccc3)s2)cc1 | 26% | -26% | 3&-2 | -11% | 4% | 8% | ? | 6% | 4% |
| 24 | O=C(O)Cn1cc2c(n1)CCCCC2 | 0% | -11% | -1 | 38% | 5% | 7% | ? | -3% | -4% |
| 25 | O=C(COC(=O)c1ccc(Br)o1)NCc1cccs1 | 2% | 2% | -3 | 2% | 2% | -5% | 0% | -2% | -21% |
| 26 | Cc1ccc(NC(=O)CSc2nc(=O)n(CCCN3CCOCC3)c3c2CCCC3)cc1 | 16% | -6% | -8 | nt | 0% | -8% | 6% | 1% | nt |
| 27 | CCCCc1cc(=O)oc2cc(C)cc(OCC(=O)NCc3ccccn3)c12 | -36%[56.9 µM] | 1% | 1&-1 | 1% | -3% | -9% | 20%&23% | 4% | -12% |
| 28 | CCCc1ccc(OC(=O)c2cccs2)cc1 | -9% | -8% | -1 | 4% | -3% | 2% | 20% | -3% | ? |
| 29 | COc1ccc(C(=O)n2nc(C)c(Br)c2C)cc1OC | 2% | 2% | -4 | 88% | ? | -18% | 0% | 8% | -11% |
| 30 | Cc1ccccc1CSCC(=O)Nc1ccccc1Br | 7% | -9% | -2 | 26% | 2% | -13% | 4% | 10% | -17% |
| 31 | COc1ccc(C)cc1S(=O)(=O)N(C)CC(=O)NC1CCCC1 | -3% | -11% | -4 | 31% | -5% | -4% | -12% | ? | 2% |
| 32 | FC(F)(F)Oc1ccc(NC(=S)NCCCN2CCOCC2)cc1 | -16%[56.9 µM] | -6% | 1 | -14% | -2% | -22% | ? | -4% | -4% |
| 33 | CCN(CCO)Cc1csc2ccc(C(C)(C)C)cc12 | -11% | -19% | -2 | -2% | 0% | ? | -6% | 4% | 0% |
| 34 | CCn1ccnc1CN(C)Cc1nc(-c2ccccc2)no1 | 6% | -21% | -6 | 3% | -3% | -14% | 0% | 8% | -7% |
| 35 | CCOc1ccc(S(=O)(=O)N2CCC(C(=O)NCC3CCCO3)CC2)cc1C (centres undefined) | 8% | 6% | -4 | 18% | ? | -10% | -3% | 27% | 2% |
| 36 | CCOC(=O)CCC(=O)Nc1cc(S(=O)(=O)N2CCOCC2)ccc1N1CCCCC1 | 21% | 17% | 2 | nt | 2% | -9% | -5% | 48% | nt |
| 37 | C[C@@]12C(=O)N(c3ccc(F)cc3)C(=O)N1[C@@H]1c3ccccc3OC[C@@H]1[C@H]2c1ccccc1 | 20% | -19% | -1 | 8% | -3% | -15% | -3% | -12% | -5% |
| 38 | CC(=O)NC12CC3CC(C1)CC(C(=O)Nc1c(C)n(C)n(-c4ccccc4)c1=O)(C3)C2 | 27% | -12% | -9 | -1% | -2% | -16% | i | 53%[activator] | 1% |
| 39 | CN=C1SC(CC(=O)Nc2sc(C)c(C)c2C(=O)OC)C(=O)N1C (centres undefined) | 16% | -9%[60.1 µM] | -4 | 1% | nt | 8% | 13% | -1% | 2% |
| 40 | CCOC(=O)Cc1cc(=O)[nH]n(-c2ccccc2)c1=O | 12% | -8% | -5 | nt | 6% | -13% | 6% | nt | nt |
| 41 | O=C(c1ccccc1)N1N=C(c2ccccc2)CC1c1ccc2nccnc2c1 (centres undefined) | -7% | 14% | -3 | -3% | 16% | -11% | -11% | -5% | -12% |
| 42 | CCOC(=O)CNC(=O)CSc1nnc(-c2cccc(C)c2)n1-c1ccc(OC)cc1 | -19% | 0% | -2 | 10% | 0% | -2% | 1% | 1% | -17% |
| 43 | CCCCC(=O)NC(NC(=O)CCCC)c1ccc(OCC(C)C)c(OC)c1 | 33% | -14% | 0 | 5% | 3% | -2% | ? | 2% | -3% |
| 44 | Cc1ccc(N/C=C(\C#N)S(=O)(=O)c2ccccc2)cc1 | -1% | -8% | -6 | 10% | 4% | -7% | -4% | -3% | -15% |
| 45 | Fc1ccc(Nc2ncnc3ccccc23)cc1 | -21% | -3% | -4 | -16% | 1% | -20% | ? | 35% | -11% |
| 46 | O=S(Cc1ccc(Br)cc1)Cc1nnc(SCc2c(Cl)cccc2Cl)n1-c1ccccc1 (centres undefined) | 1% | -7% | 1 | -14% | 2% | -21% | -1% | ? | 49%[activator] |

Screens from PubChem.

These rows are one share of the data, so the mix of outcomes need not match the whole.
